mcGAS MS inh: inhibitors of Mus musculus cyclic GMP-AMP synthase, initial high-throughput assay, cell-free, RapidFire MS; inhibition, % at 12.5 µM; recombinant mouse cGAS, cGAMP by RapidFire MS; AID 1259397, 2018; 130,000 compounds, 0.18% hits; Q8C6L5;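 active = inhibition of cGAS enzyme activity at or above 60%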;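 also: enzyme stimulated by 45 bp dsDNA with ATP and GTP substrates; cGAMP share of summed cGAMP plus half ATP and half GTP signals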
Target sequence (Q8C6L5 whole entry, looked up): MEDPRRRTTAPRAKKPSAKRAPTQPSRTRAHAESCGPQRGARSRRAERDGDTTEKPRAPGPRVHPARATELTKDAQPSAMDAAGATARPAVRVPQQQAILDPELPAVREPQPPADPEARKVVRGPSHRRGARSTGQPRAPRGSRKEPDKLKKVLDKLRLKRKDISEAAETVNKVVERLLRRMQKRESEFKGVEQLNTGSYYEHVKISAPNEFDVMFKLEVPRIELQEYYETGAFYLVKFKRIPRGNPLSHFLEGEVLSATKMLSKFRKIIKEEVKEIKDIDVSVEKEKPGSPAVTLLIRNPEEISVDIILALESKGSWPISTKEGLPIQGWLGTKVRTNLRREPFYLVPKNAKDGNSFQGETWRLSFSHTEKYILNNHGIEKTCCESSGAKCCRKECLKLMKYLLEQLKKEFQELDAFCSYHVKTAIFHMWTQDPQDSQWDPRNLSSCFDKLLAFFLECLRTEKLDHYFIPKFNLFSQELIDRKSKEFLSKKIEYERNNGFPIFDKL
The depositor's hits bear a star; & = joins results of further samples. An excerpt (hit frequency here may not be typical).

Start of the data: the first 7 compounds (preview)
mcGAS MS inh | Molecule
-2 | O=C(c1ccc(C(F)(F)F)nc1)N1CCOC(COCc2ccc(F)cc2Cl)C1 (configuration not stated)
-4 | CN(C)c1ccc(C(=O)NCCc2nc3cc(Cl)ccc3s2)cc1F
-6 | Cc1ccc2nc(COc3ccc(C(=O)NCc4ccco4)cc3)cn2c1
-4 | Cc1noc(C)c1S(=O)(=O)N1CCC(C(=O)N(c2ccc3[nH]ccc3c2)C(C)CC(C)C)CC1 (configuration not stated)
-16 | CC(=O)c1cc(C(=O)Nc2ccc(Cl)cc2)n(C)c1
-3 | O=C(NCc1ccccn1)c1ccc(NC(=O)c2ccco2)cc1
6 | CC(C)(C#N)C(=O)Nc1ccc2nc(Cc3ccccc3)oc2c1

All compounds of this part, from the first entry:
mcGAS MS inh | Molecule
-2 | O=C(c1ccc(C(F)(F)F)nc1)N1CCOC(COCc2ccc(F)cc2Cl)C1 (configuration not stated)
-4 | CN(C)c1ccc(C(=O)NCCc2nc3cc(Cl)ccc3s2)cc1F
-6 | Cc1ccc2nc(COc3ccc(C(=O)NCc4ccco4)cc3)cn2c1
-4 | Cc1noc(C)c1S(=O)(=O)N1CCC(C(=O)N(c2ccc3[nH]ccc3c2)C(C)CC(C)C)CC1 (configuration not stated)
-16 | CC(=O)c1cc(C(=O)Nc2ccc(Cl)cc2)n(C)c1
-3 | O=C(NCc1ccccn1)c1ccc(NC(=O)c2ccco2)cc1
6 | CC(C)(C#N)C(=O)Nc1ccc2nc(Cc3ccccc3)oc2c1
-2 | O=c1[nH]ncc(SCc2ccc(Cl)cc2)c1SCc1ccc(Cl)cc1
-3 | CC1(C(=O)NCCc2c[nH]c3ccccc23)CCN1Cc1ccc(-c2ccccc2)o1 (configuration not stated)
-4 | CC(Sc1nnc(C2CC2)n1C1CC1)C(=O)NC12CC3CC(CC(C3)C1)C2 (configuration not stated)
-7 | C=CCc1c(C)nc2nc(SCC3=NC4C=CC=CN4C(=O)C3)nn2c1C (configuration not stated)
-8 | NCC1CCN(c2ncccn2)CC1
-12 | Cc1c(C(C)NC(=O)Cc2csc(Cc3ccccc3)n2)cnn1C (configuration not stated)
-7 | Cc1cc(C(C)(C)C)cc(C)c1CC(=O)NCCNC(=O)c1ccco1
2 | CN1CCN(C(=O)CCCc2nnc3n(C)c(=O)c4sccc4n23)CC1
5 | O=C(NCCN1C(=O)SC(=Cc2ccccc2)C1=O)C1CCC1
-3 | COc1ccccc1N1CCN(/C(=C/C#N)c2ccc(F)cc2)CC1
-1 | Cc1cccnc1CNCC1(O)CCCN(Cc2cccc(F)c2F)C1=O (configuration not stated)
-12 | CN1CC(CNc2cnc3ccc(Cl)cc3n2)CC1=O (configuration not stated)
-17 | O=C1CN(C2CCSC2)CC(O)CN1C1CCCCC1 (configuration not stated)
6 | CC(C)c1nc(CCN(C)S(=O)(=O)NCc2ccccc2)no1
-1 | COc1cccc(OCc2ccccc2)c1C(=O)Nc1ccc(C(C)(C)C)cc1
-5 | COc1ccccc1N(Cc1nnc2n1CCCCC2)C(=O)Nc1cccc(C)c1
-3 | COc1cccc(CC(=O)NC2CCN(C(=O)c3cn(-c4ccccc4)nn3)CC2)c1
-11 | Ic1ncn(COCc2ccccc2)c1I
-3 | N#CC1(c2ccccc2)CCN(C(=O)C2CC=CCC2C(=O)NCCc2ccccc2F)CC1 (configuration not stated)
2 | O=C(c1sccc1S(=O)(=O)N1CCCC1)N1CCCC(c2ccn[nH]2)C1 (configuration not stated)
-18 | CCOc1ccccc1NC(=O)C12CCC(=O)N1c1ccccc1C(=O)N2Cc1ccccc1 (configuration not stated)
-5 | Cc1cc(NS(=O)(=O)c2cnc[nH]2)ncc1Br
-4 | NC(=O)Cc1csc(NC(=O)c2cc(F)ccc2F)n1
-14 | CCOC(=O)C1=C(COC(=O)Cc2cccs2)NC(=O)NC1C (configuration not stated)
0 | Cc1cc(OCC(=O)Nc2ncn[nH]2)c(C)cc1Br

For convenience, some entries already given:
mcGAS MS inh | Molecule
-5 | COc1ccccc1N(Cc1nnc2n1CCCCC2)C(=O)Nc1cccc(C)c1
-3 | COc1cccc(CC(=O)NC2CCN(C(=O)c3cn(-c4ccccc4)nn3)CC2)c1
-11 | Ic1ncn(COCc2ccccc2)c1I
-3 | N#CC1(c2ccccc2)CCN(C(=O)C2CC=CCC2C(=O)NCCc2ccccc2F)CC1 (configuration not stated)
2 | O=C(c1sccc1S(=O)(=O)N1CCCC1)N1CCCC(c2ccn[nH]2)C1 (configuration not stated)
-18 | CCOc1ccccc1NC(=O)C12CCC(=O)N1c1ccccc1C(=O)N2Cc1ccccc1 (configuration not stated)
-5 | Cc1cc(NS(=O)(=O)c2cnc[nH]2)ncc1Br

Further results follow:
mcGAS MS inh | Molecule
-3 | C=CCn1c(=NC(=O)Cc2ccc(S(C)(=O)=O)cc2)sc2cc(F)cc(F)c21
-6 | CCc1cc(NCCCN2CCCC2=O)nc(N2CCOCC2)n1
-35 | CS(=O)(=O)NC1CCN(Cc2ccc3c(c2)OC(F)(F)O3)CC1
-12 | O=C(Nc1ccc(Cl)nn1)c1cccc(F)c1F
-1 | O=C(NCc1ccc(Oc2cccnc2)c(F)c1)N1CCc2ccc(F)cc21
-11 | O=c1[nH]cnc2scc(C3COc4ccccc4O3)c12 (configuration not stated)
-9 | CN(Cc1cccnc1)c1ccc(-c2nc(COc3ccccc3)no2)cn1
-2 | CCOC(=O)CCNC(=O)N1CCCC(Nc2ccc3c(c2)OCO3)C1 (configuration not stated)
2 | CCCCn1c(CO)cnc1S(=O)(=O)Cc1ccccc1
-7 | Cc1ccc(CN2CCNC(=O)C2CC(=O)N(C)CCc2ccccn2)o1 (configuration not stated)
0 | O=S(=O)(NCc1cc(Cl)ccc1OC(F)F)c1cnc[nH]1
-1 | COc1ccc(CN2CCNC(=O)C2CC(=O)NCCn2cccn2)c(F)c1 (configuration not stated)
-2 | CC1CCCN(C(=O)c2oc3ccccc3c2CSc2ncn[nH]2)C1 (configuration not stated)
-8 | CC(C)(CNC(=O)Nc1nc2c(s1)CCCC2)c1cccs1
-12 | Cn1c(=O)[nH]c(=O)c2c1nc(N1CCN(Cc3cccc(Cl)c3)CC1)n2Cc1cccc(Cl)c1
-1 | Cc1nc2ncc3c(=O)n(-c4cccc(Cl)c4)ccc3n2n1
-9 | CN(CCCn1cccn1)Cc1cc2c(cc1Cl)OCO2
-12 | COc1ccc(Cl)c2sc(N(Cc3cccnc3)C(=O)CS(=O)(=O)c3ccccc3)nc12
4 | Cc1cc(SC2CCOC2=O)nc(C)n1 (configuration not stated)
-6 | O=C(CSc1n[nH]c(-c2cccs2)n1)NC(=O)NC12CC3CC(CC(C3)C1)C2
5 | O=C(Nc1c[nH]c2ccccc12)NC1CCCN(C2CCCCCC2)C1 (configuration not stated)
-23 | Cc1cccc2ncc(C(=O)N3Cc4cnc(CC(C)C)nc4C3)c(=O)n12
0 | Cc1cc(N2CCCCC2)nc(NCCNC(=O)Nc2ccc3c(c2)OCO3)n1
-6 | COc1cccc(N2CC(CN)OC2=O)c1 (configuration not stated)
-8 | CC(c1cccs1)N(C)Cc1ccc(C(N)=O)cc1 (configuration not stated)
-4 | OCCN1CCN(C2=Cc3ccccc3C2)CC1
4 | Cc1ccn2c(=O)cc(C)nc2c1
12 | CCCCn1c(SC(C)c2nc(C(C)C)no2)nc2ccccc2c1=O (configuration not stated)
-3 | O=S1(=O)CCN2C(=N1)Sc1cc(SC(F)F)ccc12
-14 | O=C1CC2(CCN(C(=O)c3ccccc3C3CCNC3)CC2)CN1 (configuration not stated)
-13 | C=CCN(CC=C)C(=O)CN1CCCC1c1nonc1C (configuration not stated)
-8 | O=C(CCNC(=O)c1ccco1)Nc1cc(Cl)ccc1N1CCCCC1
0 | COCCn1c(=O)c2c(nc3n2CCN3c2ccccc2)n(C)c1=O
-8 | CNC(=S)NC(=O)c1ccco1
-16 | CC1(c2ccccn2)NC(=O)N(Cc2nc3cc(F)ccc3o2)C1=O (configuration not stated)
-6 | COc1cc(CN2C(=O)C(=O)c3cc(C)ccc32)ccc1OC(C)C
2 | CC(NC(=O)c1ccoc1)C(=O)Nc1cc(C(F)(F)F)ccc1O (configuration not stated)
-9 | Cc1cc(O)c(C(c2ccccc2)N2CCN(c3ccccn3)CC2)c(=O)n1Cc1ccccn1 (configuration not stated)
-15 | CN(C(=O)/C=C/c1cnn(C)c1)C1CCCN(C2Cc3ccccc3C2)C1 (configuration not stated)
-12 | COC(F)(C(N)=O)C(F)(F)F (configuration not stated)
2 | Cc1cc(N)n(-c2nc(-c3ccccc3)cs2)n1
-36&-9 | Cc1cccc(C(C)C)c1NC(=O)C1CSCCS1 (configuration not stated)
-10 | Cc1cc(N2CCOCC2CC(O)c2cccs2)n2ncnc2n1 (configuration not stated)
-13 | Cc1nnc(NCc2cc(F)cc(F)c2)c(C#N)c1C
-3 | Cc1ccccc1-n1cc(CC(C)C(=O)O)c2ccccc21 (configuration not stated)
-13 | Cc1cc(CN(C)C(=O)c2ccccc2OC2CCN(S(C)(=O)=O)CC2)n[nH]1
-3 | Cc1ccc(S(C)(=O)=O)cc1NC(=O)N(C)CC1CCCO1 (configuration not stated)
-6 | O=C(c1cc(C2CC2)n(CC(=O)N(Cc2ccccc2)c2ccccc2)n1)N1CCOCC1
-12 | Cc1cnccc1NCCNC(=O)c1cc(C)c(C)n(C)c1=O
-7 | Cc1nc(Cn2c(C)c(C(=O)NCc3ccc4c(c3)OCCO4)sc2=O)cs1
5 | Brc1cccc(C2=NNC(=NCCc3cccs3)SC2)c1
1 | C=CCSc1nc(O)c(C(c2ccccc2)c2ccccc2)c(=O)[nH]1
10 | Cc1ccc(NC(=O)CSCC(=O)NCC2(N(C)C)CCCC2)cc1
0 | O=C(NC1CCN(C(=O)C2CC(=O)N(c3ccccc3F)C2)CC1)c1ccccc1 (configuration not stated)
8 | COc1ccc(-c2nc(SC3CCCC3)c3c(=O)n(C)c(=O)n(C)c3n2)cc1
8 | Cc1nc(CCNC(=O)c2cn(CCN3CCOCC3)nn2)nc2c1CCCC2

Remaining list, next part:
mcGAS MS inh | Molecule
-21 | OCCN1CCN(C2CCN(C3CCCCCC3)CC2)CC1
-6 | Cc1cc(C)c(-c2ccc(=O)n(CC(=O)NC3CCCC3)n2)cc1C
-13 | O=C(NCC(F)(F)F)c1cnc(-c2ccccc2)s1
-3 | C=c1oc(C)cc1=C1NN=C(CCC(=O)NCC2OCCc3ccccc32)O1 (configuration not stated)
-4 | Cc1occc1C(=O)N1CCCC(C(=O)Nc2cccc(-c3cc4ccccc4[nH]3)c2)C1 (configuration not stated)
-4 | CN(C)CC(C)(C)CN1CCC(O)(c2cccc(C(F)(F)F)c2)CC1
-25 | CC(=O)Nc1ccc(-c2[nH]cnc2-c2ccccc2)cc1
-7 | COc1cc(-c2c(C)c3ccccc3[nH]c2=O)cc(OC)c1OC
0&10 | CC1=CC=CC2=NC(=NS(=O)(=O)c3ccc(F)cc3F)c3ccccc3CN12
-8 | COc1ccc(-n2ccc3c(nnc4c(-c5cccc(Cl)c5)c(C)nn43)c2=O)cc1
-13 | CC(C)c1ccc(C(C)NC(=O)CCn2cc(S(N)(=O)=O)cn2)cc1 (configuration not stated)
-9 | CC(C)CCn1ccc2c(nnc3c(-c4ccccc4)cnn32)c1=O
-11 | Cc1cc(F)cc2c(NCC(=O)NCc3ccco3)c(C#N)cnc12
-3 | COc1ccc(OCc2cc(C(=O)N(C)CC3CCCCO3)no2)c(Cl)c1 (configuration not stated)
-6 | COCC(=O)NC1c2ccccc2-c2ccccc21
-10 | CC1(C)OC2Cc3ccccc3CC2O1 (configuration not stated)
-16 | Cc1ccc(-c2nc(C=Nc3cccnc3)c(O)o2)cc1
-13 | CCN(Cc1c(F)cccc1Cl)C(=O)c1cnn2ccn(C)c12
-4 | COc1cc(NC2CCN(Cc3ccccc3)CC2)ncn1
-7 | O=C(NCc1ccc(OCc2ccccn2)cc1)c1ccc2c(c1)OCCO2
-7 | CN=c1scc(-c2cccc(Br)c2)n1N=Cc1ccccc1O
-13 | CCOC(=O)C1(Cc2cccc(OC)c2)CCN(Cc2cnc(SC)nc2)CC1
-5 | CCOC(=O)c1nn(-c2ccccc2C)c(=O)cc1N1CCC(C)CC1
-7 | CN1CCC(N(C)c2ccc(C(=O)N3CCC(CCn4cccn4)CC3)cn2)C1 (configuration not stated)
5 | CCOC(=O)N1CCN(c2nc3c([nH]2)c(=O)n(C)c(=O)n3C)CC1
-11 | Cc1ccc(-c2ccnc3c(C(=O)NCc4ccc(Cl)cc4)cnn23)cc1C
-4 | CCc1cnc(C)nc1N(C)Cc1nncn1C(C)C
-9 | CNc1cncc(-c2cnn(CC(C)C)c2)n1
-12 | CC1=C(OS(=O)(=O)c2ccc(C)cc2)C(C)(C)C(c2ccccc2)OC1=O (configuration not stated)
1 | O=C(CCC1CCN(C(=O)c2cncs2)CC1)NCc1ccc(F)cc1
-2 | O=C1OCC(OCc2ccccc2)C(OCc2ccccc2)C1OCc1ccccc1 (configuration not stated)
-15 | COc1ccc(Cl)cc1CN1C(=O)C(C)Oc2c(C(C)=O)cccc21 (configuration not stated)
6 | Cc1cccc(CNc2cc(S(=O)(=O)N3CCOCC3)ccc2N2CCCC2)c1
-1 | CC1CCCN(c2nc3sc(C(=O)O)cc3[nH]2)C1 (configuration not stated)
-7 | NC(=O)C1CCN(C(=O)C2CCCN(S(=O)(=O)N3CCOCC3)C2)CC1 (configuration not stated)
-5 | Cc1nn(C)c(C(=O)N(C)CC2COc3ccccc3O2)c1Cl (configuration not stated)
-2 | Cc1ccc(NC(=O)CN2CCN(C(=O)CSc3ncccc3Cl)CC2)cc1
-9 | OC1CCC(Nc2nc(-c3ccccc3)nc3[nH]ccc23)CC1 (configuration not stated)
-20 | CCC(C)NC(=O)CN1C(=O)NC(CCSC)C1=O (configuration not stated)
-4 | O=c1[nH]c2ccccc2c(=O)n1CCCN1CCN(c2cccc(Cl)c2)CC1
7 | CC(=O)Nc1ccc(NC(=O)CSc2nc3ccccc3s2)cc1
-6 | COc1ccccc1CN(C)C(=O)c1coc(CN2CCN(c3ncccn3)CC2)n1
-3 | Cc1cnc(Cn2ccnc2-c2cccc(C(F)(F)F)c2)cn1
-8 | Cc1cc(NC(=O)C2(C)CCN(C)C2)c2ccccc2n1 (configuration not stated)

Screening data from PubChem BioAssay.
